RORg inh: ROR gamma (mouse) transcription inhibition | 310,000 compounds, 5.4% hits | P51450 | Potency, µM (titrated, usually from 53.6 µM), inactives show at the highest dose activity change, negative = inhibition, usual class: inhibitors | Drosophila S2 Gal4-RORgamma UAS-luciferase reporter, 20 h; further: on the % scale 0 is the no-effect control and ±100 the full control effect; nearly all actives have a fitted effect of over 60% in size
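Luminescence from a UAS-regulated Photinus luciferase reporter in stably transfected Drosophila Schneider cells is measured; decreased signal marks ROR gamma inhibition. Fusion expression is induced by 700 uM copper sulfate for 20 hr.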
ELG1 genotoxic: genotoxicity induction in ELG1-luciferase HEK293T cells; Potency, µM (titrated, usually from 46 µM), for the others: at the top dose activity change, positive = activation, hits mostly activators; HEK293T ELG1-luciferase reporter, luminescence, 16 h; 330,000 compounds, 1.3% hits; further: % of control where 0% means no effect; nearly all actives have a fitted effect of over 60% in size
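Cells (2,000/well) expressing the ELG1-luciferase fusion are dosed by pin tool and kept 16 hr at 37 °C, 5% CO2. Signal comes from ONE-Glo luciferase reagent after 30 min at room temperature.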
VP16 counter: counter-screen for ROR gamma inhibitors: Gal4-VP16 reporter; AID 2546; Drosophila S2 Gal4-VP16 UAS-luciferase, luminescence, 20 h; 310,000 compounds, 3.5% hits; Potency, µM (series often up to 53.6 µM), without a hit: top-dose activity, negative = inhibition, hits mostly inhibitors;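 further: Gal4-VP16 expression switched on by copper sulfate through the metallothionein promoter; on the % scale 0 is the no-effect control and ±100 the full control effect; nearly all actives have a fitted effect of over 50% in size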
FLuc counter: firefly luciferase modulation, counter-screen for miR-21 project | P08659 | purified FLuc, Km substrates, luminescence inhibition | Potency, µM (top dose mostly 57.5 µM), for inactives: at the highest dose activity change, negative = inhibition, usual class: inhibitors | 360,000 compounds, 6.9% hits;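 further: plate controls were vehicle for no effect and reference inhibitor for full effect; nearly all actives have a fitted effect of over 55% in size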
Target sequence (P08659 whole entry, looked up): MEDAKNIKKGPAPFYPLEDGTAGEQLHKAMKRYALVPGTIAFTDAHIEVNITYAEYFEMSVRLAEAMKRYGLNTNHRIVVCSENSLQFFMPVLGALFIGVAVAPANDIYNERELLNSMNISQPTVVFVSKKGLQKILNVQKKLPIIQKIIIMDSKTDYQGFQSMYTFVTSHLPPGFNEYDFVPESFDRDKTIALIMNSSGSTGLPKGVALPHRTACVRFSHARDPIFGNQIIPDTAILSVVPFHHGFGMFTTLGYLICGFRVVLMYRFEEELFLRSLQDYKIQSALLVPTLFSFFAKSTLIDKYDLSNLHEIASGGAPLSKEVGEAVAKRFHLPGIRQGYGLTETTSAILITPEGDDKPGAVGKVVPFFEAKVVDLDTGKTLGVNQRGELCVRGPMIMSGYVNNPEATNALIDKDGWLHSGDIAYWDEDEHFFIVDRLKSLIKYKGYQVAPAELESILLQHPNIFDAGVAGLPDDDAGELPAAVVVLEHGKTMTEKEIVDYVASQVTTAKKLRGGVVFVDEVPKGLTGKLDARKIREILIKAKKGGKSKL
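Purified P. pyralis luciferase, 10 nM final, with Km-level 10 uM D-luciferin and 10 uM ATP in 50 mM Tris acetate pH 7.5, 10 mM Mg acetate, 0.01% Tween-20, 0.05% BSA; 6-point qHTS titration about 60 µM downward; luminescence read.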
MBNL1-CUG inh: MBNL1-poly(CUG) RNA binding inhibition; AID 2675; Potency, µM (top dose mostly 57.5 µM), for inactives: at the top dose activity change, negative = inhibition, most hits filed as inhibitors; 280,000 compounds, 0.036% hits; TR-FRET MBNL1-His/biotin-(CUG)12 binding, 665/545 ratio; active means well fitted inhibition curve with a large enough effect in the signal ratio, with a control signal flat, not every such curve was filed as active; inconclusive means small, poorly fitted or top-dose-only effect, or effect the other way, or a change in a side signal; inactive means no such curve, though single readings can be large or run the other way; the % refers to the signal ratio; further: on the % scale 0 is the no-effect control and ±100 the full control effect
Target sequence (Q9NR56 whole entry, looked up): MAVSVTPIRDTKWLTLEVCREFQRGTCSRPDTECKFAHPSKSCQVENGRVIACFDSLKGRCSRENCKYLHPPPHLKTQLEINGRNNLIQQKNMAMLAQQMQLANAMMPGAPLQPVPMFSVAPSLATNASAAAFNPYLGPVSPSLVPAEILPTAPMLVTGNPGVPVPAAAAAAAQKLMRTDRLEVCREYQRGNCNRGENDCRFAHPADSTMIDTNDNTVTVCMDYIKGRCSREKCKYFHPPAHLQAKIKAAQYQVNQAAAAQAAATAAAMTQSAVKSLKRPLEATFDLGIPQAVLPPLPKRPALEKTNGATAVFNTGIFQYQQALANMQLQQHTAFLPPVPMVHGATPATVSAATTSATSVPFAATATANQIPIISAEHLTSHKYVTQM
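His-tagged MBNL1 binding to biotinylated (CUG)12 RNA was measured by TR-FRET using terbium anti-His antibody (0.055 ng/ul final) and streptavidin-XL665 (5 nM final). Compounds were titrated 92 nM to 58 uM; 60 min at room temperature.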
BRCA1 expr up: BRCA1 expression activation. AID 624202. MCF7-BRCA1-FFLuc reporter, luminescence, 48 h; response scale: scaled: vehicle 0%, 10 µM genistein 100%. Potency, µM (series often up to 46.1 µM), for inactives: at the top dose activation, most hits filed as activators. 380,000 compounds, 1.1% hits; further: nearly all actives have a fitted effect of over 80% in size; some results filed as inactive show a strong effect at the top dose
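Quantitative HTS in MCF7 cells stably reporting BRCA1 expression via firefly luciferase. Compound treatment lasts 48 h at 37 °C in phenol-red free MEM. Activation is expressed relative to genistein at 10 microM and DMSO.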
NPC1 prom act: activators of NPC1 promoter; 320,000 compounds, 2.4% hits; Huh7 NPC1 promoter luciferase reporter, 24 h; Potency, µM (highest dose often 9.22 µM), for the others: at the top dose activation, usual class: activators; AID 485313;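 further: % of control where 0% means no effect; nearly all actives have a fitted effect of over 60% in size; reporter is driven by a mutant NPC1 promoter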
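Luminescence from an NPC1 promoter-driven luciferase reporter in stably transfected Huh7 cells was measured after 24 h compound treatment at 37 °C, followed by 10 min ambient incubation with luciferase detection reagent.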
p53 reactivator: restores transcriptional activity of mutant p53; Potency, µM (top dose mostly 92.2 µM), for the others: top-dose activity change, positive = activation, most hits filed as activators; 320,000 compounds, 0.063% hits; H1299 p53-A138V BP100-luciferase reporter, luminescence, 24 h; further: % of control where 0% means no effect; nearly all actives have a fitted effect of over 45% in size
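H1299 (p53-null), stable ts p53-A138V + BP100-Luc; 1000 cells/well, Opti-MEM/10% FBS; cpd 4 pt, 1:5; 24 h, 37 deg C, 5% CO2; detection reagent 10 min RT; luminescence.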
uPA surface inh: blocks generation of uPA at the cell surface. cell surface uPA generation assay, qHTS. Potency, µM (top dose mostly 38.3 µM), without a hit: at the top dose activity change, negative = inhibition, hits mostly inhibitors. 330,000 compounds, 0.31% hits. AID 540303; active means well fitted inhibition curve with a large enough effect; inconclusive means small, poorly fitted or top-dose-only effect; inactive means no such curve, though single readings can be large or run the other way; tested in mouse RAW 264.7 cells; further: on the % scale 0 is the no-effect control and ±100 the full control effect; nearly all actives have a fitted effect of over 55% in size
Rab9 promoter act: activates the Rab9 promoter; 320,000 compounds, 2.8% hits; Potency, µM (titrated, usually from 9.22 µM), for inactives: top-dose activation, negative = inhibition, hits mostly activators; Huh7 Rab9 promoter-luciferase reporter, luminescence, 24 h; further: % of control where 0% means no effect; nearly all actives have a fitted effect of over 60% in size
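Cells were plated at 1500 per well in reduced-serum medium with 10% FBS and left 2 h. Compound in DMSO was then added for 24 h at 37 °C. Reporter signal was read by luminescence after 10 min with luciferase detection reagent.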
Active calls of the source: *; ? = inconclusive; . = no result given; [ ] = remark or other dose. Unless noted, the call rests on the fitted dose curve; in most records, active means well fitted curve in the direction sought with a large enough effect; inconclusive means small, poorly fitted or top-dose-only effect, or another doubt; inactive means no such curve, though single readings can be large; an effect the other way counts as inactive or inconclusive. Potency means the concentration at half of the fitted maximal effect.

Preview, two compounds:
entry	compound	RORg inh	ELG1 genotoxic	VP16 counter	FLuc counter	MBNL1-CUG inh	BRCA1 expr up	NPC1 prom act	p53 reactivator	uPA surface inh	Rab9 promoter act
1	COc1cc2c(cc1OC)CN(C(=O)c1cc(S(=O)(=O)N3CCOCC3)c(Cl)cc1Cl)CC2	31%	-16%	4%	2%	-2%	-16%	-3%	-12%	-1%	-12%
2	COc1ccc(N2CCN(C(=O)CNC(=O)c3cn(-c4ccccc4OC)c(=O)c4ccccc34)CC2)cc1	?	-3%	7%	?	.	-9%	-4%	-2%	2%	-5%

The list itself, from the start:
entry	compound	RORg inh	ELG1 genotoxic	VP16 counter	FLuc counter	MBNL1-CUG inh	BRCA1 expr up	NPC1 prom act	p53 reactivator	uPA surface inh	Rab9 promoter act
1	COc1cc2c(cc1OC)CN(C(=O)c1cc(S(=O)(=O)N3CCOCC3)c(Cl)cc1Cl)CC2	31%	-16%	4%	2%	-2%	-16%	-3%	-12%	-1%	-12%
2	COc1ccc(N2CCN(C(=O)CNC(=O)c3cn(-c4ccccc4OC)c(=O)c4ccccc34)CC2)cc1	?	-3%	7%	?	.	-9%	-4%	-2%	2%	-5%
3	CCOC(=O)c1oc2ccccc2c1NC(=O)C(C)(C)C	?	1%	7%	-3%	.	1%	-2%	-1%	-12%	0%
4	Cc1cccc(C(=O)c2ccccc2C(=O)O)c1O	-7%	-2%	-1%	-2%	-10%	-3%	3%	6%	-2%	-2%
5	Cc1ccc(CCNS(=O)(=O)c2ccc3c(c2)NC(=O)C(C)C(=O)N3)cc1 (stereo not given)	34%	0%	-23%	5%	0%	-14%	-1%	.	6%	4%
6	COc1cc(CNc2ccc3[nH]c(=O)[nH]c3c2)ccc1OCc1ccc(Cl)cc1	2.8µM*	?	?	-19%	7%	62%	-6%	-24%	?	-4%
7	O=C(CNc1cccc(Cl)c1)c1ccc(Br)cc1	10%	4%	-4%	?	2%	1%	0%	-3%	-9%	8%
8	CC(=O)N1CCc2cc(S(=O)(=O)CCC(=O)NCc3ccc(F)cc3)ccc21	2%	0%	-9%	0%	5%	11%	-6%	-1%	7%	-3%
9	COc1ccccc1NC(=O)C1CCN(c2ncccn2)CC1	-1%	-4%	-9%	-4%	-16%	17%	0%	-10%	0%	-6%
10	CCOC(=O)c1ccccc1N1C(=O)CSC1=S	?	2%	-3%	3%	8%	-34%	-3%	-9%	?	0%
11	CCOc1ccc(C(=O)NNC2CC(=O)N(Cc3ccc(Cl)cc3)C2=O)cc1OC (stereo not given)	3.2µM*	4%	1.3µM*	5%	-2%	-7%	-3%	1%	2%	-8%
12	O=C(NCCN1CCOCC1)c1cnn2c1NC(c1cccs1)CC2C(F)(F)F (stereo not given)	0%	4%	-4%	5%	-3%	-2%	1%	-2%	6%	-3%
13	CCCC1=NN2C(=N)/C(=C\c3cc(C)n(-c4cccc(C)c4)c3C)C(=O)N=C2S1	?	-2%	?	0%	-17%	4%	-3%	-8%	8%	-1%
14	O=C(CCNS(=O)(=O)c1ccc2[nH]c(=O)oc2c1)NCc1ccccc1	0%	1%	-3%	0%	0%	2%	1%	-2%	5%	0%
15	CCN1CCN(C(c2nnnn2Cc2ccc3c(c2)OCO3)C(C)C)CC1 (stereo not given)	-37%	0%	-5%	1%	4%	-2%	4%	3%	3%	2%

(listing goes on)
entry	compound	RORg inh	ELG1 genotoxic	VP16 counter	FLuc counter	MBNL1-CUG inh	BRCA1 expr up	NPC1 prom act	p53 reactivator	uPA surface inh	Rab9 promoter act
16	COc1cc2c(cc1OC)-c1cc(NC3CC3)nc(=O)n1CC2	-20%	?	1%	3%	1%	-17%	-2%	-4%	-10%	3%
17	O=[N+]([O-])c1cc(/C=N/N2CCN(C3c4ccccc4-c4ccccc43)CC2)ccc1Cl	-10%	-1%	-5%	1%	-11%	-25%	1%	-8%	-2%	0%
18	CC/C(=N\Nc1ccc([N+](=O)[O-])cc1[N+](=O)[O-])c1ccc(O)cc1	15%	-1%	2%	-1%	9%	-44%	0%	-5%	-2%	-2%
19	O=C(Nc1ccccc1F)C1CC1c1ccccc1 (stereo not given)	13%	8%	?	?	3%	17%	3%	27%	-6%	2%
20	CCCCn1c(=O)c(CCC(=O)OC(C)C(=O)Nc2cccc(Cl)c2Cl)nc2ccccc21 (stereo not given)	?	0%	-30%	10%	5%	-21%	1%	-12%	0%	-1%
21	Cc1ccc(S(=O)(=O)CCC(=O)OCC(=O)N(C)C2CCS(=O)(=O)C2)cc1 (stereo not given)	.	0%	.	1%	.	5%	-1%	8%	-1%	-3%
22	O=C1NC(c2ccccc2)=CC(c2ccccc2O)N1 (stereo not given)	.	-15%	.	3%	.	0%	-5%	0%	-8%	0%
23	CC1CN(Cc2cc(=O)oc3cc(O)ccc23)CC(C)O1 (stereo not given)	-16%	4%	8%	3%	20%	-1%	0%	-2%	-4%	-6%
24	COc1ccc(NCc2nnc(SCC(=O)Nc3cc(C)cc(C)c3)o2)cc1	-15%	3%	-9%	?	5%	0%	2%	3%	-2%	9%
25	CCOC(=O)CSc1n[nH]c(NC(=O)c2cccc(C)c2)n1	-12%	5%	-9%	-2%	-9%	14%	0%	2%	.	2%
26	O=C(C[C@H]1C/C=C\C[C@@H](Cc2ccc(F)cc2)C(=O)OC[C@H]2CCCN2C1=O)NCCO	.	0%	.	.	.	0%	.	9%	-6%	.
27	COc1ccc(Cl)cc1C(=O)n1cnc2ccccc21	10%[1.91 µM]	1%	-8%	13%	-2%	3%	-1%	.	-3%	12%
28	COc1cccc(C(=O)COc2ccc(NC(=O)c3ccccc3)cc2)c1	.	-1%	.	3.4µM*	1%	-1%	1%	.	3%	-1%
29	COc1ccc(C(=O)CN2C(=O)NC3(CCc4ccccc43)C2=O)cc1 (stereo not given)	32%	-1%	0%	5%	-2%	-16%	-3%	-17%	-3%	7%
30	CC1CN(CCCOc2ccccc2-c2ccccc2)CC(C)O1 (stereo not given)	-15%	-11%	0%[10 µM]	-2%	-4%	-23%	-2%	8%	-9%	-11%

Next results:
entry	compound	RORg inh	ELG1 genotoxic	VP16 counter	FLuc counter	MBNL1-CUG inh	BRCA1 expr up	NPC1 prom act	p53 reactivator	uPA surface inh	Rab9 promoter act
31	COc1ccc(OCCNC(=O)c2ccc(C)cc2)cc1	25%	18%	-20%	-18%	-4%	86%	?	15%	1%	29%
32	CCc1ccccc1-n1nnc(-c2ccccc2)n1	-22%	-2%	-1%	2%	-3%	1%	5%	-4%	5%	8%
33	Cc1ccc(C(=O)Nc2cccc(C(=O)NCc3ccco3)c2)cc1	8%	12%	-2%	12µM*	-3%	61%	?	21%	-7%	28%
34	COC(=O)c1ccc(N2C(=O)C3CC=CC(C)C3C2=O)cc1 (stereo not given)	18%	1%	5%	-4%	22%	15%	0%	-4%	-3%	0%
35	COc1ccc(C(CNC(=O)CCNC(=O)c2ccccc2OC)N2CCCC2)cc1 (stereo not given)	.	2%	.	0%	.	-3%	-3%	-3%	7%	-4%
36	Nc1nc2sc3c(c2c(=O)s1)CCCC3	23%	16µM*	20%	11µM*	4%	11µM*	29%	17%	-19%	?
37	CN(C)c1ccc(C(=S)NCc2ccco2)cc1	4µM*	0.46µM*	7.9µM*	13µM*	109%[activator]	-5%	?	5%	4%	0.45µM*
38	COC(=O)CCCCCCCC(=O)Nc1nnc(C(F)(F)F)s1	23%	0%	-4%	7%	.	-8%	2%	-1%	6%	2%
39	CCn1nc(C(=O)OCC(=O)N2c3ccccc3CC2C)c2ccccc2c1=O (stereo not given)	19%	1%	4%	2%	5%	-16%	-6%	-4%	-2%	10%
40	CN1C(=O)COc2ccc(C(=O)c3ccccc3C(=O)O)cc21	-12%	4%	-16%	0%	-10%	15%	3%	3%	3%	-6%
41	O=C(Nc1ccnn1C1CCN(Cc2cccc(F)c2F)CC1)C1CCCC1	-13%	1%	1%	3%	0%	-9%	2%	-4%	15%	-4%
42	Cc1nn(CC#N)c(=O)n1-c1cccc(F)c1	12%	3%	-3%	1%	0%	0%	-3%	-1%	5%	-4%
43	Cc1cc(N=Nc2ccc(Cl)cc2)cc(CN2CCOCC2)c1O	29%	-3%	-14%	17µM*	-1%	-17%	-4%	-2%	0%	0%
44	O=C(NCc1ccccc1)C1CC(=O)N(c2ccc(OCC(=O)N3CCCC3)cc2)C1 (stereo not given)	6%	4%	-2%	2%	0%	-10%	-1%	4%	3%	-1%
45	CCOC(=O)C(=O)Nc1ccc([N+](=O)[O-])cc1OC	0%	1%	-11%	-8%	?	10%	1%	-1%	6%	-7%
46	CCOC(=O)C1CCN(C(=O)c2ccc(CNS(=O)(=O)c3ccc(C)cc3)cc2)CC1	6%	-3%	-1%	4%	-5%	-2%	-5%	-2%	-1%	-2%
47	CCN1C=C(Cc2ccc(OC)cc2)C2=C(C1)C(c1ccc(OC)cc1)C(C#N)=C(N)O2 (stereo not given)	18%	-10%	1%	-3%	19%	-36%	-5%	-3%	-4%	-4%
48	COc1cc2c(cc1OC)C(C(=O)N(C)Cc1ccccc1)C(c1cccnc1)N(C)C2=O (stereo not given)	15%	0%	9%	3%	-11%	-3%	-4%	-1%	-1%	-4%

Screening results (PubChem BioAssay)
